# Abeta yeast res: restores growth of yeast expressing A-beta42 peptide. yeast expressing A-beta42, growth rescue, OD600, 48 h; response scale: 0% DMSO, 100% iron-clioquinol control. Potency, µM (series often up to 46.1 µM), for the others: top-dose growth rescue, hits mostly activators. 410,000 tested, 0.063% active. AID 1347071; further: potency means the concentration at half of the fitted maximal effect; nearly all actives have a fitted effect of over 55% in size
#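 Yeast growth medium received pinned compounds, then yeast cells expressing toxic A-beta were added; plates incubated at 30 C for 48 hr. Growth read as absorbance at 600 nm, normalized to DMSO and equimolar FeCl3 plus clioquinol controls.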
# FUS suppressor: FUS proteinopathy suppression in yeast; AID 1347120; S. cerevisiae FUS-expressing, growth rescue, OD600, 24 h; Potency, µM (titrated, usually from 76.6 µM), without a hit: at the highest dose growth rescue (activation), hits mostly activators; 390,000 tested, 0.24% active;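 further: potency means the concentration at half of the fitted maximal effect; plate controls were DMSO vehicle for no effect and reference control for full effect; nearly all actives have a fitted effect of over 55% in size; some results filed as inactive show a strong effect at the top dose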
#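 Compound concentration series was pinned onto galactose-induced FUS-expressing yeast seeded at OD 0.005. Plates sat 24hr at 30C; absorbance at 600 nm gave growth. DMSO served as background control.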
# PI5P4Ka inh: blocks human PI5P4K alpha kinase activity. P48426. PI5P4Kalpha enzyme, ADP-Glo luminescence, 60 min; active compounds read low. max response, %. 330,000 tested, 1.2% active; active means max response of -50% or lower; inconclusive means between -30% and -50%; inactive means -30% or higher; further: value at the top dose of about 77 µM; on the % scale 0 is the no-effect control and ±100 the full control effect
# Target sequence (P48426 whole entry, looked up): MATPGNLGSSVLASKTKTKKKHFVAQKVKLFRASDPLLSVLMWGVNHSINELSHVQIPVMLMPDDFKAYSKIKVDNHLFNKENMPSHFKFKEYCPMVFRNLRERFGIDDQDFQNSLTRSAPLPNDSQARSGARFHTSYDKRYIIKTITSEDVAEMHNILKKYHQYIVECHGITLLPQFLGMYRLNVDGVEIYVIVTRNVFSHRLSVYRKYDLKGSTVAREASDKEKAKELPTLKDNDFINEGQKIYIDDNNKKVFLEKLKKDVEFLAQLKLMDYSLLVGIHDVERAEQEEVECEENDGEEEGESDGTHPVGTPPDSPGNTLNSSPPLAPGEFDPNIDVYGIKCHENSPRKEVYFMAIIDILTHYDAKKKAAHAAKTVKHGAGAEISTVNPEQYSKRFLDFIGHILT
#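 Single end-point luminescence (ADP-Glo) quantified ADP from PI5P4Kalpha turnover; ATP 5 microM final, 1 h at RT, 0.1% CHAPS and 0.28 mM EGTA in HEPES pH 7.4.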
# aSyn rescue: alpha-synuclein toxicity inhibition in yeast; Yeast expressing alpha-synuclein, growth rescue, BacTiter-Glo, 24 h; AID 652106; Potency, µM (doses to about 46.1 µM), without a hit: at the top dose growth rescue (activation), most hits filed as activators; 370,000 tested, 0.14% active; further: potency means the concentration at half of the fitted maximal effect; % of control where 0% means no effect; nearly all actives have a fitted effect of over 65% in size
#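 Rescue of yeast growth: cells expressing toxic alpha-synuclein, induced in galactose at OD600 0.02, incubated with compound 24 h at 30 C. ATP luminescence quantified growth; inhibitors of toxicity appear as activators.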
# EPAC1 ag: activates human EPAC1 exchange factor; EPAC1 agonist qHTS, biochemical assay; response scale: 100% = response to 6.5 mM cAMP; O95398; 360,000 tested, 0.073% active; Potency, µM (doses to about 154 µM), inactives show top-dose activation, usual class: activators; further: potency means the concentration at half of the fitted maximal effect; nearly all actives have a fitted effect of over 60% in size
#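 Compounds were pinned as a concentration titration into mixtures of EPAC1 (100 nM), BODIPY-GDP-loaded Rap1B (250 nM) and GDP (50 uM). After 5 min at room temperature, fluorescence was followed for 30 min; activity was scaled to 6.5 mM cAMP.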
# WRN helicase inh: blocks human WRN helicase; Q14191; WRN helicase unwinding, fluorescent forked duplex, kinetic; Potency, µM (top dose mostly 114 µM), inactives show at the highest dose activity change, negative = inhibition, most hits filed as inhibitors; 360,000 tested, 0.46% active; AID 651768; further: potency means the concentration at half of the fitted maximal effect; on the % scale 0 is the no-effect control and ±100 the full control effect; nearly all actives have a fitted effect of over 55% in size
#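 Enzyme (20 nM final) and test compound sit together 15 min at room temperature before substrate addition. Substrate is a single-forked duplex oligonucleotide (100 nM) labelled with fluorophore and quencher, with 2 mM ATP; helicase unwinding raises red fluorescence, read kinetically.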
# EPAC1 antagonist: blocks human EPAC1 exchange factor; O95398; EPAC1 GEF assay, Rap1b-BODIPY-GDP exchange fluorescence; Potency, µM (doses to about 115 µM), for the others: at the top dose activity change, negative = inhibition, usual class: inhibitors; 360,000 tested, 0.14% active; AID 720709;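 further: potency means the concentration at half of the fitted maximal effect; plate controls were vehicle for no effect and positive control for full effect; nearly all actives have a fitted effect of over 50% in size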
# PLK1 PBD block: inhibitors of human PLK1 polo-box domain binding. P53350. Plk1 PBD binding of FITC phosphopeptide, fluorescence polarization. Potency, µM, without a hit: max response, negative = inhibition, actives largely listed as inhibitors. 360,000 tested, 2.8% active. AID 720504; further: potency means the concentration at half of the fitted maximal effect; series mostly up to about 57 µM; on the % scale 0 is the no-effect control and ±100 the full control effect; nearly all actives have a fitted effect of over 65% in size
# Target sequence (P53350 whole entry, looked up, the tested form may be a part): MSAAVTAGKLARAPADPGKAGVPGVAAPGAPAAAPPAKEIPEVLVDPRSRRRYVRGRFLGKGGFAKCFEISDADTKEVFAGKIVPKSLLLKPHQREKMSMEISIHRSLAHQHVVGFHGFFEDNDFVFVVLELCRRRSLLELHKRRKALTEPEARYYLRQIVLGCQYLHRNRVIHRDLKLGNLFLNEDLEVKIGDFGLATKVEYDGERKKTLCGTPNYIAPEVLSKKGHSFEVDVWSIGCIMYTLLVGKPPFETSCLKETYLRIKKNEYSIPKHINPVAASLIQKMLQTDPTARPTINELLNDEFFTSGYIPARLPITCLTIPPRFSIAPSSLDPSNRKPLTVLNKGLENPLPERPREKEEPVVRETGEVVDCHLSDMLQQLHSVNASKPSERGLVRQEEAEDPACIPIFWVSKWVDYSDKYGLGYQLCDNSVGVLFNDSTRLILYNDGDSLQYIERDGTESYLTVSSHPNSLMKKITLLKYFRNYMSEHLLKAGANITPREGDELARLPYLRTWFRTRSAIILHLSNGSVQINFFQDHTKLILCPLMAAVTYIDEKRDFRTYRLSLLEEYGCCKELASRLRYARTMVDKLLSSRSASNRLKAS
# IL2 activator: activators of IL-2; IL-2 activation reporter assay, cell-based qHTS; stimulated with anti-CD3/CD4/CD28 beads; in transgenic mouse T cells; activation, % (series mostly up to about 46 µM); 360,000 tested, 0.065% active; in the data active means activation above about 50%; inconclusive means mostly about 30% to 49%; further: 0% is about no effect
#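 Unstimulated transgenic mouse T cells preincubated 60 min with compound, then stimulated with anti-CD3/anti-CD4-coated beads plus anti-CD28 for 18 h at 37 degrees C. IL-2 response read as EGFP and DsRed fluorescence by plate cytometry.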
# Starred values were filed as active, the others as inactive; ? = inconclusive; . = no result given; [ ] = dose if it differs, or a comment. Unless noted, the call rests on the fitted dose curve; in most records, active means well fitted curve in the direction sought with a large enough effect; inconclusive means small, poorly fitted or top-dose-only effect, or another doubt; inactive means no such curve, though single readings can be large; an effect the other way counts as inactive or inconclusive.
# Every second line gives: Abeta yeast res	FUS suppressor	PI5P4Ka inh	aSyn rescue	EPAC1 ag	WRN helicase inh	EPAC1 antagonist	PLK1 PBD block	IL2 activator
CC(=O)c1c(C)cc(C)c(CSc2nc(C)cc(=O)[nH]2)c1C
 : 14%	2%	.	0%	7%	-13%	-1%	-1%	-0.7
O=C(CN1C(=O)c2cccc3cccc(c23)C1=O)N1CCCCCC1
 : -10%	19%	.	10%	2%	-2%	12%	-11%	-2.4
COc1cc(C2NC(=O)CCC2[N+](=O)[O-])cc(OC)c1OC (stereo not drawn)
 : -4%	-22%	-9	-4%	-2%	2%	6%	-3%	-0.8
CCOC(=O)Cc1nnc(NC(=O)C(CC)Sc2nc(C)cc(=O)[nH]2)s1 (stereo not drawn)
 : 2%	-12%	-12	9%	-9%	-1%	-6%	21µM*	-1.5
Cc1ccc(C(=O)N(C)c2ccc(OCC(=O)N3c4ccc(C)cc4C4CN(C)CCC43)cc2)cc1 (stereo not drawn)
 : 10%	21%	-1	-2%	3%	13%	-29%	-16%	-0.2
COC(=O)c1sccc1NC(=S)N1CCC(C)CC1
 : 5%	3%	0	-7%	16%	4%	2%	-6%	-0.3
CC(C)(C)C(=O)OC/C(N)=N/OC(=O)c1ccc(Cl)cc1
 : -47%[inhibitor]	0%	1	-49%[inhibitor]	-6%	7%	12%	4%	3.9
CCc1nnc(NC(=O)CCC(=O)NC2CCCCCCC2)s1
 : .	-15%	1	-2%	11%	4%	-10%	-9%	-0.1
CN(CC(=O)N1CCc2ccccc21)S(=O)(=O)c1ccc(Br)s1
 : -40%[inhibitor]	8%	10	-3%	7%	-6%	-5%	-7%	-0.3
CCn1c(C(=O)N2CCC(C(=O)NCc3ccc(OC)cc3)CC2)cc2sccc21
 : 6%	9%	-1	7%	-6%	1%	-22%	-10%	-1.2

# A stretch from the list above, as a working copy:
# Every second line gives: Abeta yeast res	FUS suppressor	PI5P4Ka inh	aSyn rescue	EPAC1 ag	WRN helicase inh	EPAC1 antagonist	PLK1 PBD block	IL2 activator
COc1cc(C2NC(=O)CCC2[N+](=O)[O-])cc(OC)c1OC (stereo not drawn)
 : -4%	-22%	-9	-4%	-2%	2%	6%	-3%	-0.8
CCOC(=O)Cc1nnc(NC(=O)C(CC)Sc2nc(C)cc(=O)[nH]2)s1 (stereo not drawn)
 : 2%	-12%	-12	9%	-9%	-1%	-6%	21µM*	-1.5
Cc1ccc(C(=O)N(C)c2ccc(OCC(=O)N3c4ccc(C)cc4C4CN(C)CCC43)cc2)cc1 (stereo not drawn)
 : 10%	21%	-1	-2%	3%	13%	-29%	-16%	-0.2
COC(=O)c1sccc1NC(=S)N1CCC(C)CC1
 : 5%	3%	0	-7%	16%	4%	2%	-6%	-0.3
CC(C)(C)C(=O)OC/C(N)=N/OC(=O)c1ccc(Cl)cc1
 : -47%[inhibitor]	0%	1	-49%[inhibitor]	-6%	7%	12%	4%	3.9
CCc1nnc(NC(=O)CCC(=O)NC2CCCCCCC2)s1
 : .	-15%	1	-2%	11%	4%	-10%	-9%	-0.1
CN(CC(=O)N1CCc2ccccc21)S(=O)(=O)c1ccc(Br)s1
 : -40%[inhibitor]	8%	10	-3%	7%	-6%	-5%	-7%	-0.3
CCn1c(C(=O)N2CCC(C(=O)NCc3ccc(OC)cc3)CC2)cc2sccc21
 : 6%	9%	-1	7%	-6%	1%	-22%	-10%	-1.2

# Continuation.
# Every second line gives: Abeta yeast res	FUS suppressor	PI5P4Ka inh	aSyn rescue	EPAC1 ag	WRN helicase inh	EPAC1 antagonist	PLK1 PBD block	IL2 activator
CC(C)CNc1nc(N)c([N+](=O)[O-])c(NC2CCCCC2)n1
 : 6%	-32%	-1	-1%	-6%	1%	10%	9%	-3.6
CN(C)CC(O)COC(c1ccc(Cl)cc1)c1ccc(Cl)cc1 (stereo not drawn)
 : 9%	2%	21	1%	3%	0%	7%	-4%	-1.5
O=c1[nH]c(=O)c2[nH]c(=S)n(-c3ccccc3)c2[nH]1
 : 6%	2%	-56*	0%	8%	-2%	3%	-8%	-0.4
COc1ccccc1N1CCN(C(=O)CSc2ncnc3c2cnn3-c2ccc(C)c(C)c2)CC1
 : -12%	-24%	13	-12%	-1%	-2%	-6%	2%	-2.8
CC(C)C[C@@]12C(=O)N(c3cccc(F)c3)C(=O)N1[C@H](c1ccc(F)cc1)[C@@H]1C(=O)N(C3CCCCC3)C(=O)[C@@H]12
 : -3%	?	0	-1%	-13%	0%	-21%	-3%	1.1
Cc1c(C(=O)N(C)c2ccccc2Cl)cnn1-c1ccccc1
 : -1%	20%	2	14%	6%	8%	-4%	-23%	-5.2
CCCCCCc1ccc(OCC(=O)OC)cc1OCC(=O)OC
 : 13%	44%	.	0%	19%	-10%	-10%	0%	0.5
CC(=O)Nc1ccc(NC(=O)C2C3C=CC(C3)C2C(=O)O)cc1 (stereo not drawn)
 : 18%	-13%	-8	0%	15%	-15%	-9%	-5%	0.0
O=C(NCCc1ccccc1)c1cccc(N2C(=O)C3CC=CCC3C2=O)c1 (stereo not drawn)
 : -10%	8%	0	1%	10%	-9%	-17%	-8%	2.4
CCc1ccc(OCC(=O)c2c(O)c3ccccc3oc2=O)cc1
 : 0%	-24%	-3	5%	5%	1%	-30%	-27%	0.6
COc1ccc(-n2nc(C(=O)NCC(=O)Nc3cccc(Cl)c3)c3ccccc3c2=O)cc1
 : -8%	6%	3	-6%	5%	1%	-20%	-5%	0.9
CCC(=O)c1ccc(OCC(=O)NCCC2=CCCCC2)c(OC)c1
 : .	8%	-3	0%	8%	4%	?	-13%	-0.6
COc1cc(/C=C(/C#N)C(=O)NCCc2c[nH]c3ccccc23)ccc1OCc1ccccc1F
 : 2%	16%	.	7%	3%	-3%	0%	0%	-0.7
C[N+]1(C)CC2=Cc3ccccc3CC2C1 (stereo not drawn)
 : -7%	5%	7	2%	11%	5%	3%	-15%	-0.2
Cc1ccc(OCC(=O)Nc2ccc(-n3cnnn3)cc2)c(C)c1
 : -4%	11%	1	0%	-12%	-13%	6%	-8%	-0.4
COc1ccc2nc(C)cc(N/N=C/c3ccccc3)c2c1
 : -5%	.	-30	2%	4%	?	-13%	-5%	-0.6
CN1CCN(c2ccc(Cl)cc2NC(=O)c2ccc([N+](=O)[O-])cc2)CC1
 : 3%	1%	6	0%	6%	-8%	2%	4%	-3.7
O=C(OCc1cccnc1)C1=Cc2ccccc2OC1
 : -1%	-10%	-1	-3%	-11%	4%	-10%	-8%	5.0
OCCN1CCN(c2ncnc3c2ncn3[C@H]2CN(Cc3cccs3)C[C@@H](CO)O2)CC1
 : -11%	-17%	3	?	-17%	10%	-1%	4%	-0.6
CC(OC(=O)Cc1cccc(C(F)(F)F)c1)C(=O)Nc1ccc(Cl)cn1 (stereo not drawn)
 : 5µM*	8%	-1	2%	23%	-17%	-11%	-14%	-1.0
Cc1cc(=O)oc2cc(OCC(=O)N3CCCc4ccccc43)ccc12
 : 12%	11%	-2	-2%	-4%	-6%	8%	0%	1.1
Cc1cccc2c1CC(C)(C)N=C2C1=C(O)CCCC1=O
 : 2%	-13%	1	-1%	17%	-3%	-11%	-6%	1.0
C=CCn1c(SCC(=O)c2ccc(OC)cc2)nnc1-c1ccc2c(c1)OCO2
 : -6%	23%	1	2%	8%	-24%[57.1 µM]	-3%	-6%	-3.2
CCC(C)[C@H](NC(=O)Nc1ccc2c(c1)OCCO2)C(=O)OC (stereo partly drawn)
 : 13%	0%	-7	-2%	-2%	4%	1%	-2%	0.7
CC(OC(=O)c1cccc([N+](=O)[O-])c1)C(=O)NCc1ccc2c(c1)OCO2 (stereo not drawn)
 : 8%	7%	0	0%	8%	-1%	7%	-17%	-6.2
NS(=O)(=O)c1cccc(NC(=O)CNC(=O)CC23CC4CC(CC(C4)C2)C3)c1
 : 1%	10%	1	2%	1%	-7%	-9%	-3%	1.2
COc1ccc(S(=O)(=O)Nc2nc3c(s2)C(=O)CC(C)(C)C3)cc1
 : 15%	14%	0	-2%	1%	7%	-11%	-17%	0.2
CCOc1ccc(N(CC(=O)N2CCc3ccccc32)S(=O)(=O)c2c(C)noc2C)cc1
 : 10%	24%	15	5%	1%	-3%	-13%	-3%	-3.6
CNS(=O)(=O)c1cc(NC(=O)CCNC(=O)c2ccco2)ccc1C
 : -6%	17%	0	18%	1%	-1%	19%	-4%	-0.4
COc1cccc(OC)c1OCCNCCO
 : 2%	2%	-4	-5%	3%	4%	-5%	-3%	0.7
CCO/N=C1\C(=O)N(c2ccccc2)c2ccccc21
 : -14%	14%	0	26%	16%	-2%	4%	-3%	1.2
NC(=O)c1c(NC(=O)c2cccnc2Cl)sc2c1CCCC2
 : 0%	-5%	-6	-4%	7%	-3%	-2%	-15%	1.5
CC(C)C[C@H]1CN(CCCC[C@H]2CNC(=O)C(=O)N2CC2CCCCC2)C(=O)C(=O)N1Cc1ccccc1
 : -8%	23%	-5	-6%	2%	2%	6%	-15%	-0.4
COc1cccc(OC)c1OC(=O)/C=C/c1ccc(C)o1
 : -2%	-17%	0	23%	2%	-4%	-13%	-12%	-0.2
CC1(C)Cc2c(c(-c3ccco3)[nH]c(=O)c2C#N)CS1
 : 10%	10%	-16	1%	2%	-25%	6%	?	2.1
N/C(=N\OC(=O)COc1ccc(Br)cc1Cl)c1ccccn1
 : ?	-3%	15	15%	-4%	-3%	-27%	-2%	2.7
CCCCS(=O)(=O)c1sc2nc(C)cc(C)c2c1N
 : 18%	-8%	.	16%	1%	0%	3%	-11%	-1.5
CCOc1ccc(-n2c(C)nc(O)c2N=Nc2ccccc2)cc1
 : -13%	-2%	1	-2%	3%	-14%	-19%	-12%	-2.3
CC1(C)Cc2c(c(N3CCOCC3)nc3sc4c(NCc5ccco5)nnnc4c23)CS1
 : -4%	?	-1	3%	5%	-7%	5%	-5%	-0.3

# Screening data as filed in PubChem BioAssay.
